# TAG inh: triacylglycerol accumulation inhibition | H9c2 cells, Nile Red lipid (TAG) fluorescence; cells loaded with 200 µM oleic acid | inhibition, % at 12.5 µM | 0.66% of 230,000 active;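 active = pattern-corrected inhibition of lipid staining of at least 50% with the nuclear-stain viability signal not falling by more than 50%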;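 note: 0% = DMSO wells and 100% = triacsin C control wells; some results filed as inactive read as strong as hits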
# TAG inh DAPI viability: second read-out of TAG inh, no call of its own (marks repeat the call); DAPI nuclei signal change (viability), lower = more cytotoxic, %;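 whole-well DAPI fluorescence read on a plate reader as a viability signal; minus 50 percent equals half of cells still viable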
# * = called active by the depositor. Not all compounds are listed; the hit share may differ from the screen's.
# Value order: TAG inh, TAG inh DAPI viability
- Cc1ccc(-n2c(C)nnc2SCC(=O)NNC(=O)c2ccco2)cc1
  14, -2
- CC(C)C(=O)N1CCC1(C)C(=O)NCc1cc(Cl)ccc1F (stereo not given)
  2, -7
- Cc1ccccc1OCCOC(=O)c1cc(S(=O)(=O)N2CCCCC2)ccc1N1CCOCC1
  -19, 0
- N#C/C(=C(/O)Cc1ccccc1)P(=O)(c1ccccc1)c1ccccc1
  -7, 6
- Cc1cccc(OCC(=O)Nc2nonc2NC(=O)COc2cccc(C)c2)c1
  -7, -4
- COc1cccc(NC(=O)CN(C)C(=O)c2cc3c(s2)CCC(C)C3)c1 (stereo not given)
  -17, 10
- Cc1c(C)n(C(=O)CSc2nncn2C)c2ccccc12
  -12, 1
- CCNC(=O)C(=O)c1c(-c2ccccc2)[nH]c2ccccc12
  -20, 4
- O=C(O)c1ccc2c(c1)nnn2C1CCCCC1
  19, -15
- Clc1ccc(Cl)c(-c2nc(-c3ccncc3)no2)c1
  -8, 12
- COCc1cc(=O)[nH]c(SCCS(=O)(=O)c2ccc(Cl)cc2Cl)n1
  1, 3
- Cc1cc(OCC(=O)OCC(=O)NCc2cccs2)ccc1Cl
  -10, 8
- C=CCN1C(=O)N(c2ccc(F)cc2)C(=O)C1CC(=O)Nc1ccc(Cl)cc1 (stereo not given)
  -5, 0
- COc1ccc(N2CCN(C(=O)COC(=O)c3ccc(Cl)nc3)CC2)cc1
  -12, 1
- CC(=O)n1nc(-c2ccccc2)nc1NCc1cccs1
  1, -4
- CCOC(=O)Cc1csc(NC(=O)CSc2nc(=O)[nH]c3c2CCCC3)n1
  -12, 11
- CCCC(=O)n1nc(-c2ccccc2)nc1N
  -29, 12
- Cc1ccc(C2CC(c3cccc(NS(C)(=O)=O)c3)=NN2S(C)(=O)=O)cc1 (stereo not given)
  12, -12
- O=C(O)c1ccc2oc(SCC(=O)N3CCCCC3)nc2c1
  -4, 5
- FC(F)(F)c1cccc(Oc2cc(C(F)(F)F)nc(-c3ccccn3)n2)c1
  -2, -4

# Later entries.
# Value order: TAG inh, TAG inh DAPI viability
- Cc1ccc(C(=O)COC(=O)c2cnccn2)cc1[N+](=O)[O-]
  -7, -9
- S=C(Nc1ccc2c(c1)OCO2)N1CCCC1
  6, 6
- COc1ccc(NC(=S)N2CCCC(c3nc4ccc(C)cc4[nH]3)C2)cc1 (stereo not given)
  4, -13
- OCc1cn(-c2ccc(Cl)cc2)nn1
  -9, 5
- Cc1nc2ccccc2c(=O)n1NC(=O)/C=C/c1ccccc1Cl
  8, -5
- CCN(CC)CCN(C(=O)c1ccc(S(=O)(=O)N2CCCCC2)cc1)c1nc2cc3c(cc2s1)OCO3
  17, -1
- COc1cc2ccccc2cc1C(=O)N1CCCC1
  -24, -3
- CCOc1ccc(N2C(=O)C3C4C=CC(CC4)C3C2=O)c([N+](=O)[O-])c1 (stereo not given)
  1, -2
- CCN1CCCC1CN(Cc1cc2ccc(C)c(C)c2[nH]c1=O)C(=O)Nc1ccccc1OC (stereo not given)
  11, 1
- Cc1cn(C2CC(O)C(CO)O2)c(=O)n(Cc2ccccc2)c1=O (stereo not given)
  -4, 9
- Nc1cc(N)nc(SCC(=O)Nc2ccc3c(c2)OCCCO3)n1
  10, -13
- CN(C)S(=O)(=O)c1ccc(-c2csnn2)s1
  1, 4
- C(=N\Nc1nc(N2CCCC2)nc(N2CCCC2)n1)/c1ccncc1
  -8, 0
- CCCCN1C(=O)c2cccc3cc(O)cc(c23)C1=O
  -8, 8
- O=C(CN1CCOCC1)NC1C2CC3CC(C2)CC1C3 (stereo not given)
  1, -6
- CCc1nnc(NC(=O)c2ccc(-c3ccc([N+](=O)[O-])cc3Cl)o2)s1
  4, -8
- Cc1ccc(NC(=O)c2ccc(CSc3ncnc4nc[nH]c34)cc2)c(C)c1
  7, -10
- C=CCOc1ccc(C[C@H](N)C(=O)NC[C@H]2O[C@@H](n3ccc(N)nc3=O)[C@H](O)[C@@H]2O)cc1
  -3, -4
- CN(CCc1ccccc1)C(=O)c1ccc(NC(=O)Cc2ccc(NC(=O)C3CCN(C(=O)C4CCCC4)CC3)cc2)cc1
  13, 9
- O=C(Nc1cc2c3c(c1)CC(=O)N3CCC2)c1c(F)cccc1F
  -19, -2

# Of the compounds above, these contain fluorine.
# Value order: TAG inh, TAG inh DAPI viability
- CC(C)C(=O)N1CCC1(C)C(=O)NCc1cc(Cl)ccc1F (stereo not given)
  2, -7
- C=CCN1C(=O)N(c2ccc(F)cc2)C(=O)C1CC(=O)Nc1ccc(Cl)cc1 (stereo not given)
  -5, 0
- FC(F)(F)c1cccc(Oc2cc(C(F)(F)F)nc(-c3ccccn3)n2)c1
  -2, -4
- O=C(Nc1cc2c3c(c1)CC(=O)N3CCC2)c1c(F)cccc1F
  -19, -2

# Continued.
# Value order: TAG inh, TAG inh DAPI viability
- CCC1CCCCN1CCCNC(=O)CCCOc1cc(=O)n(C)c2ccccc12 (stereo not given)
  25, -4
- Cc1cnc([N+](=O)[O-])n1CCOC(=O)NC(=O)c1cccc(F)c1
  -1, -4
- CC(=O)c1ccc(-c2ccc(C(=O)NC3CCCCCC3)o2)cc1
  -64, -4
- CC(C)(C)c1ccc(CC(=O)N2CCC2(C)C(=O)NS(=O)(=O)c2cccc(F)c2)cc1 (stereo not given)
  1, -6
- CCCCn1c(N)c(N(CCOC)C(=O)CCCc2nc3ccccc3s2)c(=O)[nH]c1=O
  -8, -2
- CCN(CC)C(=O)C1=C(C)N(Cc2ccc(OC)cc2)C(=O)C(CC(=O)NC2CC2)C1 (stereo not given)
  -12, 10
- CC(C)Cn1c(CN(Cc2ccccc2)Cc2ccccc2)nc2c1c(=O)n(C)c(=O)n2C
  -4, -4
- CCCCC(=O)Nc1cccc(-c2csc(-c3ccccc3)n2)c1
  -10, 11
- Cc1ccc(-n2c(SCC(=O)OC(C)C)nnc2-c2cnccn2)cc1
  10, -12
- NC(N)=NCCCC(NC(=O)c1ccccc1)C(=O)Nc1ccc2ccccc2c1 (stereo not given)
  19, 6
- O=C(CN1CCN(Cc2ccccc2)CC1)NCCNc1ccc([N+](=O)[O-])cn1
  17, -8
- N/C(=N/OC(=O)c1ccccc1Cl)c1ncc([N+](=O)[O-])s1
  46, -19
- O=C(Nc1nc2ccc(F)cc2s1)C1CC(=O)N(c2ccc3c(c2)OCCO3)C1 (stereo not given)
  8, -3
- CC(/C=C/c1ccc2c(c1)OCO2)=N/NC(=O)c1cccnc1
  5, -5
- CC(C)CCNC(=O)C1CC(c2cccc(F)c2)=NO1 (stereo not given)
  -2, 6
- c1ccc(CSc2nnc(Cc3ccccn3)o2)cc1
  0, 5
- COc1cccc(C=N[C@@H](CO)[C@@H](O)c2ccc([N+](=O)[O-])cc2)c1O
  3, 3
- O=C(OCC(=O)N1CCCCCC1)c1ccc(Cl)nc1
  4, -2
- COc1cccc(/C(O)=C2\C(=O)C(=O)N(c3ccccn3)C2c2ccccc2OC)c1 (stereo not given)
  2, -6
- Cc1cc(/C=N/NC(=O)c2ccccn2)c(C)n1-c1cccc([N+](=O)[O-])c1
  9, -8

# Later entries.
# Value order: TAG inh, TAG inh DAPI viability
- CC(=O)c1cc(C#N)c(NCc2cc(-c3ccccc3)no2)nc1C
  -6, -4
- O=C(NCCc1ccccc1)c1ccccc1C(=O)NCCc1ccccc1
  9, 2
- CCC(=O)N1CCN(c2ccc(Cl)cc2NC(=O)Cc2ccccc2)CC1
  19, -8
- Cc1ccc2c(c1)N(CC(=O)NCCCN1CC(C)CC(C)C1)C(=O)c1cccnc1O2 (stereo not given)
  -2, 3
- Cc1ccc(Nc2n[nH]c(=S)s2)cc1
  6, -7
- CCOc1ccc(-c2c(C)sc3nc[nH]c(=O)c23)cc1
  -32, -2
- CCOC(=O)C1=C(N)OC2=C(C(=O)CC(C)(C)C2)C1c1ccoc1 (stereo not given)
  -15, 9
- C=C(C)C(=O)Nc1cccc(C(C)=O)c1
  -19, -5
- O=C1CCCC2=C1C(c1cccs1)CC(=O)N2c1ccc(F)cc1 (stereo not given)
  -17, 9
- CC(C)C(O)C1CCN(Cc2nc(Cc3ccccc3Cl)no2)CC1 (stereo not given)
  2, -7
- O=C(NC1CCCC1)C(c1c[nH]c2ccccc12)N(C(=O)Cn1nnc(-c2ccc(Cl)cc2)n1)c1ccccc1 (stereo not given)
  77*, -20*
- CCN1C(=O)N(c2ccc(Cl)cc2)C(C)=CC1(C)C
  -8, 3
- CN(Cc1ccccc1)Cc1nc2c(c(=O)n(C)c(=O)n2C)n1Cc1ccccc1Cl
  3, 1
- O=C(CCN=C1NS(=O)(=O)c2ccccc21)OCC(=O)c1ccccc1
  13, -2
- Cc1cc2nc(C)c(Cl)c(=O)n2[nH]1
  7, 2
- [O-]/C(=C(\C(=S)NCc1ccccc1)[n+]1ccccc1)c1ccc(Cl)s1
  -16, 7
- CC1CCCCN1Cc1cnc(Cl)s1 (stereo not given)
  -18, 2
- O=C(COC(=O)c1ccc2c(c1)S(=O)(=O)N=C1CCCCCN12)NCCc1ccc(F)cc1
  -19, 7
- O=C(NCC(c1ccco1)N1CCN(c2ccccc2F)CC1)C1CCCCC1 (stereo not given)
  -12, -2
- CCC(C)N(C(=O)CSc1nnc(-c2cccs2)n1C1CC1)C1CCS(=O)(=O)C1 (stereo not given)
  -4, 2

# Reprinted at random: 6 records from the list, in no set order.
# Value order: TAG inh, TAG inh DAPI viability
- O=C(CCN=C1NS(=O)(=O)c2ccccc21)OCC(=O)c1ccccc1
  13, -2
- Cc1ccc2c(c1)N(CC(=O)NCCCN1CC(C)CC(C)C1)C(=O)c1cccnc1O2 (stereo not given)
  -2, 3
- C=C(C)C(=O)Nc1cccc(C(C)=O)c1
  -19, -5
- O=C(NCC(c1ccco1)N1CCN(c2ccccc2F)CC1)C1CCCCC1 (stereo not given)
  -12, -2
- CCC(=O)N1CCN(c2ccc(Cl)cc2NC(=O)Cc2ccccc2)CC1
  19, -8
- CCN1C(=O)N(c2ccc(Cl)cc2)C(C)=CC1(C)C
  -8, 3

# Next part.
# Value order: TAG inh, TAG inh DAPI viability
- CN(CCc1ccccc1)C(=O)c1cccc(NC(=O)Cc2cccc(NC(=O)C3CCCN(S(=O)(=O)c4cccc([N+](=O)[O-])c4)C3)c2)c1 (stereo not given)
  1, 5
- Cc1ccc(S(=O)(=O)N2CCC(C(=O)OCC(=O)N(CCC#N)c3ccc(F)cc3)CC2)cc1C
  -1, 4
- CCN(CC)CCNc1c2c(c(C#N)c3nc4ccccc4n13)CCCC2
  23, -5
- COC(=O)c1ccc(Oc2coc3cc(OCc4cnn(-c5ccccc5)c4)ccc3c2=O)cc1
  14, -8
- Cc1cccc(C)c1NC(=O)CN1CCN(CCCC(c2ccc(F)cc2)c2ccc(F)cc2)CC1
  31, -7
- O=C(Cc1n[nH]c(=O)[nH]c1=O)N/N=C/CCc1ccccc1
  5, 0
- Cn1nnnc1Sc1ncnc2scc(-c3ccc4c(c3)OCO4)c12
  -2, 4
- CCCn1c2c(c(O)c(C(=O)Nc3ncccc3O)c1=O)CCCC2
  -7, 2
- O=C1NC(=Nc2ccc(F)cc2)SC1Cc1ccc(F)cc1 (stereo not given)
  3, -4
- COc1ccc(OC)c(Cc2nnc(CCC(=O)N3CCCCC3)o2)c1
  2, 6
- Cc1nc(-c2ccccn2)sc1C(=O)Nc1ccc(Cl)c(Cl)c1
  12, 12
- CC1(c2nnc(-c3ccccc3)o2)CC(c2cccc(Cl)c2)=NO1 (stereo not given)
  -5, -1
- CCN(CC)c1ncnc2c1ncn2[C@H]1CN(CCOC)C[C@@H](CO)O1
  19, -29
- CN(C1CCCCC1)S(=O)(=O)c1ccc(NC(=O)c2ccco2)cc1
  -25, -5
- CCCCN(C(=O)c1c(CC)noc1C)c1c(N)n(CC(C)C)c(=O)[nH]c1=O
  -22, 5
- O=C(O)C1=CCCc2ccc(F)cc21
  2, -3
- O=C(COC(=O)Cc1c[nH]c2ccccc12)NCCc1ccccc1
  7, 3

# Bioassay records: PubChem, Sanford-Burnham Center for Chemical Genomics
